NPSR antag – qHTS Assay for Antagonists of the Neuropeptide S Receptor: cAMP Signal Transduction; Q6W5P4; CHO-NPSR cells, cAMP TR-FRET, antagonist mode; Potency, µM (highest dose often 38.3 µM), without a hit: top-dose activity change, negative = inhibition, usual class: inhibitors; 1% of 220,000 active; AID 1461, 2008; further: on the % scale 0 is the no-effect control and ±100 the full control effect; nearly all actives have a fitted effect of over 50% in size; many of its hits are not listed in these tables
Target sequence (Q6W5P4 whole entry, looked up): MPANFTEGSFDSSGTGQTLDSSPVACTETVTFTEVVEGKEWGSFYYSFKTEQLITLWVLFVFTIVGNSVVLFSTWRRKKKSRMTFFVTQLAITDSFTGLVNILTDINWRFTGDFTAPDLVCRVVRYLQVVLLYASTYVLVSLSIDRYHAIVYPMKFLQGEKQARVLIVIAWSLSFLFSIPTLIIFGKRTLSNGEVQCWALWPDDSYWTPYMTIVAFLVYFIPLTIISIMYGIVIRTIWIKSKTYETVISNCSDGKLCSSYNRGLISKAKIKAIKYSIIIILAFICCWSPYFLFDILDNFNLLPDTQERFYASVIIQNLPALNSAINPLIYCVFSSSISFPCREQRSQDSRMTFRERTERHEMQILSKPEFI
GAA glycogen mod – qHTS Assay for Inhibitors and Activators of Human alpha-Glucosidase Cleavage of Glycogen. recombinant GAA, glycogen substrate, Amplex Red glucose oxidase fluorescence. Potency, µM (series often up to 76.4 µM), for the others: at the highest dose activity change, negative = inhibition, usual class: inhibitors. 0.38% of 300,000 active;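 further: 0% = full enzyme reaction and -100% = no-enzyme basal signal; the screen sought inhibitors and activators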
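Recombinant enzyme (4 nM final) with compounds titrated up to 77 uM and bovine liver glycogen (30 ug) in citrate pH 5.0, 0.01% Tween-20, 37 C 40 min. Released glucose detected by Amplex Red/glucose oxidase (Ex 573/Em 610); AC50 from Hill fits.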
GAA inh – qHTS Assay for Inhibitors of Human alpha-Glucosidase as a Potential Chaperone Treatment of Pompe Disease; Lysosomal alpha-glucosidase (Homo sapiens), P10253; purified human GAA, 4-MU-alpha-glucoside fluorescence; Potency, µM (top dose mostly 76.9 µM), inactives show at the highest dose activity change, negative = inhibition, usual class: inhibitors; 0.005% of 200,000 active; AID 1466, 2008;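 further: plate controls were uninhibited enzyme wells for no effect and no-enzyme background for full effect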
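Fluorogenic assay: 4 nM human alpha-glucosidase with 400 uM 4-methylumbelliferyl-alpha-D-pyranoside in 50 mM citrate/phosphate, 0.005% Tween-20, pH 5.0, 20 min at room temperature. Compounds tested up to 77 uM; AC50 from Hill fits.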
ALDH1A1 block – qHTS Assay for Inhibitors of Aldehyde Dehydrogenase 1 (ALDH1A1); Aldehyde dehydrogenase 1A1 (Homo sapiens), P00352; Purified ALDH1A1, NADH fluorescence, propionaldehyde substrate; Potency, µM (top dose mostly 75.3 µM), for the others: top-dose activity, negative = inhibition, hits mostly inhibitors; 7.3% of 220,000 active; AID 1030, 2008; active means well fitted inhibition curve with a large enough effect, not every such curve was filed as active; inconclusive means small, poorly fitted or top-dose-only effect, or another doubt; inactive means no such curve, though single readings can be large or run the other way;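 further: plate controls were no enzyme wells and a reference inhibitor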
aGal spleen mod – qHTS Assay for Inhibitors and Activators of Human alpha-Galactosidase From Spleen Homogenate | 0.008% of 240,000 active | AID 2107, 2009 | Alpha-galactosidase A (Homo sapiens), P06280 | Potency, µM (series often up to 80 µM), for the others: top-dose activity change, negative = inhibition, actives largely listed as inhibitors | human spleen homogenate, 4MU-alpha-Gal fluorescence, 40 min;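 further: 0% = enzyme with vehicle and -100% = no enzyme basal signal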
Target sequence (P06280 32-429 limits assumed): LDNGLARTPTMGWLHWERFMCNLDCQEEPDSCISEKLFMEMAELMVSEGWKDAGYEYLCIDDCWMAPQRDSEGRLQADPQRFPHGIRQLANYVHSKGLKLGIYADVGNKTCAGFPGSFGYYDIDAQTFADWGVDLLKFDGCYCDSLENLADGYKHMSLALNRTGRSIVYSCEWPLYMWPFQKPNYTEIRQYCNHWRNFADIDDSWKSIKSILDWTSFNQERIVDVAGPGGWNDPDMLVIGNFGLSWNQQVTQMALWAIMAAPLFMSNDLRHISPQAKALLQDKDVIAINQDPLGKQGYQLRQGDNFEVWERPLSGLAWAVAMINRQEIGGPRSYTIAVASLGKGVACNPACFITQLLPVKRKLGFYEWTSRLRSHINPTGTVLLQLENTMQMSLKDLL
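Inhibition or activation of alpha-galactosidase in human spleen homogenate is scored by 4-MU fluorescence after 40 min at 37C, pH 5.0, with 1 mM substrate. AC50s come from concentration-response fitted to the Hill equation.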
GAA spleen mod – qHTS Assay for Inhibitors and Activators of Human alpha-Glucosidase From Spleen Homogenate; Potency, µM (doses to about 79.9 µM), for the others: at the top dose activity change, negative = inhibition, actives largely listed as inhibitors; 0.006% of 240,000 active; Lysosomal alpha-glucosidase (Homo sapiens), P10253; human spleen homogenate, 4-MU-alpha-glucoside fluorescence;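 further: 0% = enzyme with vehicle and -100% = no enzyme basal signal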
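AC50 values come from Hill-equation fits of concentration-response data, normalized to no-enzyme and full-activity controls. Enzyme source: 1 ug human spleen homogenate; 1 mM fluorogenic 4-MU glucoside, pH 5.0 citrate buffer, 37 C, 40 min.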
Epigenetic derep – Quantitative High-Throughput Screen for Regulators of Epigenetic Control. murine LDR cells, GFP reporter derepression, 30 h. Potency, µM (series often up to 53.9 µM), for inactives: at the highest dose GFP activation, usual class: activators. 0.2% of 280,000 active. AID 1865, 2009; further: % of control where 0% means no effect; nearly all actives have a fitted effect of over 60% in size
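GFP-positive cell count by laser-scanning cytometry (objects 20–120 um) after 30 h, 37 C compound exposure of murine LDR cells; reporter is CMV-GFP integrated at a silenced locus, inducible by HDAC or DNMT inhibitors.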
Tau fluor counter – Counterscreen qHTS for Inhibitors of Tau Fibril Formation, Fluorescence Polarization; 0.93% of 280,000 active; tau K18 P301L (four-repeat tau fragment) Alexa594 fluorescence, heparin fibrillization; Potency, µM (titrated, usually from 57.7 µM), inactives show top-dose activity change, negative = decrease; further: on the % scale 0 is the no-effect control and ±100 the full control effect; nearly all actives have a fitted effect of over 55% in size
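Human K18 P301L tau (15 uM unlabeled plus 0.24 uM Alexa 594-labeled, final) in 100 mM sodium acetate pH 7 was mixed with compound and 20 uM heparin and incubated 6 hr at 37 C.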
Starred values were filed as active, the others as inactive; ? = inconclusive; . = no result given; & = joins results of further samples; [ ] = another dose, or the depositor's remark. Unless noted, the call rests on the fitted dose curve; in most records, active means well fitted curve in the direction sought with a large enough effect; inconclusive means small, poorly fitted or top-dose-only effect, or another doubt; inactive means no such curve, though single readings can be large; an effect the other way counts as inactive or inconclusive. Potency means the concentration at half of the fitted maximal effect. Not all compounds are listed. The share of hits here may be higher or lower than overall.

No. | compound | NPSR antag | GAA glycogen mod | GAA inh | ALDH1A1 block
1 | COc1ccccc1NC(=O)N(Cc1ccco1)Cc1cc2ccc(C)c(C)c2[nH]c1=O | ? | -6% | ? | ?
2 | Cc1cn2c(nc1=O)OC1CC2OC1CO (configuration not stated) | 7% | 7% | . | .
3 | O=C(NCCNC(=O)c1ccccc1)c1ccccc1 | 13% | 3% | . | .
4 | CC(C)NC(=O)NC(=O)COC(=O)c1ncc(Cl)c(Cl)c1Cl | -14% | 5% | 4% | -1%
5 | Cc1cccn2c(=O)c(/C=N/O)c(NCc3ccccc3)nc12 | 4% | 0% | . | .
6 | O=C(CSc1n[nH]c(=O)[nH]c1=O)c1ccccc1 | -15%[46.1 µM] | 2% | 8% | ?
7 | C=CCOc1ccc(CNc2nn[nH]n2)cc1 | -1%[46.1 µM] | 20% | 0% | 18%
8 | COc1cc(C(=O)NC2CCCC2)c(Br)c(OC)c1OC | 3% | 4% | -4% | 7%
9 | CC(C)(C)NC(=O)C(=O)NNC(=O)c1ccc(C(C)(C)C)cc1 | 22% | -3% | 2% | 7%
10 | COc1ccc(-c2cc(C(=O)O)no2)cc1 | -10% | 14% | ? | 0.45µM*
11 | O=C(CC1SC(=Nc2ccccc2F)N(CCN2CCOCC2)C1=O)Nc1ccc(F)cc1F (configuration not stated) | -18% | 6% | ? | ?
12 | Cc1cc(O)c(NC(=O)c2cc([N+](=O)[O-])ccc2Cl)cc1C | 36% | ? | -2% | -14%

No. | aGal spleen mod | GAA spleen mod | Epigenetic derep | Tau fluor counter
1 | -8% | -4% | -4.2% | -11%
2 | -1% | -15% | -2.6% | 4%
3 | 2% | -7% | -2.3% | 22%
4 | -5% | -1% | -6.1% | -7%
5 | 15% | 1% | 0.1% | -5%
6 | 7% | -2% | -7.0% | -7%
7 | -16% | -4% | -5.2% | 3%
8 | -5% | -1% | -1.3% | 6%
9 | 3% | 3% | 1.1% | 0%
10 | -11%&-2% | -5%&3% | -0.6%&-8.5% | -28%&-18%
11 | -9% | . | -1.2% | -21%
12 | 2% | -1% | -1.0% | -6%

The list continues:
No. | compound | NPSR antag | GAA glycogen mod | GAA inh | ALDH1A1 block
13 | O=C(Nc1ccc(C#Cc2ccccc2)cc1)C1CC1 | -22%[46.1 µM] | 6% | 1% | -3%
14 | CNc1nc(Oc2ccc(C(=O)OC)cc2)nc(SC)n1 | 9% | -5% | ? | 5%
15 | CC(=O)c1ccc(N2CCN(C(=S)Nc3ccccc3F)CC2)cc1 | 0%[46.1 µM] | -12% | 4% | ?
16 | COc1ccc(Cl)cc1C(=O)OCC(=O)NC(=O)c1cccn1C | -4%[46.1 µM] | 5% | 1% | 2%
17 | CCCCCn1c(C(Cc2ccccc2)NC(C)=O)nc2ccccc21 (configuration not stated) | -10%[46.1 µM] | -10% | -2% | 9%
18 | O=C(CSc1nc2ccccc2s1)Nc1cc(S(=O)(=O)N2CCOCC2)ccc1Cl | 5% | -3% | -4% | 22µM*
19 | O=[N+]([O-])c1ccc(N2CCN(S(=O)(=O)c3ccccc3)CC2)cc1N1CCc2ccccc2C1 | 6%[46.1 µM] | -4% | -2% | 15%
20 | CCN(CC(=O)Nc1c(F)cccc1F)C(=O)CCc1ccc(OC)cc1 | 7% | 6% | 10% | 14µM*
21 | CCOC(=O)CSc1nc2cc3c(cc2cc1C#N)OCCO3 | ? | 11% | 4% | 7%
22 | COc1ccc(/C=C/C(=O)Nn2cnnc2)cc1 | 13% | 4% | ? | -4%
23 | COc1ccc2c(c1)CCc1cnc(N)nc1-2 | 9% | -8% | 1% | ?
24 | O=C(NCc1cn2ccccc2n1)c1ccc2c(c1)OCO2 | -3%[46.1 µM] | -2% | ? | ?

No. | aGal spleen mod | GAA spleen mod | Epigenetic derep | Tau fluor counter
13 | -13% | -22% | -0.9% | -27%
14 | 2% | -4% | -1.0% | 7%
15 | -2% | 3% | 0.0% | -1%
16 | 1% | 4% | -0.2% | -12%
17 | -4% | -8% | -0.8% | -3%
18 | -1% | -5% | ? | ?
19 | 9% | 11% | -0.9% | -10%
20 | 4% | -3% | -1.6% | -3%
21 | 0% | 8% | 17% | -9%
22 | -9% | -4% | 1.1% | 6%
23 | 7% | -1% | -5.1% | -9%
24 | 6% | 0% | -7.3% | -5%

Shown as a hit in ALDH1A1 block (from the list above):
#	SMILES	NPSR antag	GAA glycogen mod	GAA inh	ALDH1A1 block	aGal spleen mod	Epigenetic derep
10	COc1ccc(-c2cc(C(=O)O)no2)cc1	-10%	14%	?	0.45µM*	-11%&-2%	-0.6%&-8.5%
18	O=C(CSc1nc2ccccc2s1)Nc1cc(S(=O)(=O)N2CCOCC2)ccc1Cl	5%	-3%	-4%	22µM*	-1%	?
20	CCN(CC(=O)Nc1c(F)cccc1F)C(=O)CCc1ccc(OC)cc1	7%	6%	10%	14µM*	4%	-1.6%

Carrying on.
No. | compound | NPSR antag | GAA glycogen mod | GAA inh | ALDH1A1 block
25 | CCOCc1nnc(NC(=O)c2c(OC)cccc2OC)s1 | 16%[46.1 µM] | -7% | 0% | ?
26 | Cc1ccc(C(=O)Nc2cccc(C(F)(F)F)c2)cc1NC(=O)c1cnnc2ccccc12 | -15% | -4% | . | .
27 | COC(=O)[C@H](CC(C)C)NC(=O)N1CCCCC1 | 10% | -1% | . | .
28 | COc1ccc(-n2c(Cc3cccs3)nnc2SCC(=O)Nc2ccc3c(c2)OCCO3)cc1 | ? | -3% | -2% | 2µM*
29 | CC(CC(=O)Nc1nncs1)c1ccccc1 (configuration not stated) | 0%[46.1 µM] | 4% | 4% | -11%
30 | O=C(O)c1ccc2cccnc2n1 | 7% | 1% | -2% | -11%
31 | COc1ccccc1Oc1ccc(N/C=C/C(=O)C(C)(C)C)cc1 | -35% | -6% | -1% | -15%
32 | O=C(NC1CC2CCCC(C1)N2CC(=O)N1CCCc2ccccc21)C1CCCCC1 (configuration not stated) | -2% | 3% | -8% | -15%
33 | Cc1cc(C(=O)CN(Cc2ccc(F)cc2)S(=O)(=O)c2ccc3c(c2)OCCO3)c(C)n1C | ? | -7% | -7% | ?
34 | NC(=O)c1ccc(NC(=O)COC(=O)c2cc(S(=O)(=O)N3CCOCC3)ccc2N2CCCCC2)cc1 | -25% | -4% | 1%[15.4 µM] | -10%
35 | COc1cc(/C=C/C(=O)Nc2ccccc2C(F)(F)F)cc(OC)c1OC | -10%[46.1 µM] | -12% | -8% | ?
36 | COC(=O)c1ccc(N2CCN(S(=O)(=O)c3ccccc3)CC2)c([N+](=O)[O-])c1 | -22%[46.1 µM] | -28% | ? | -9%

No. | aGal spleen mod | GAA spleen mod | Epigenetic derep | Tau fluor counter
25 | -4% | -5% | -1.8% | -14%
26 | 7% | 6% | 4.8% | 12%
27 | -7% | 3% | 0.0% | 4%
28 | -1% | -6% | 8.1% | -19%
29 | -11% | -5% | -0.6% | -1%
30 | 4% | 6% | 1.3% | -6%
31 | 11% | 5% | -0.7% | -5%
32 | 5% | 5% | -1.0% | -6%
33 | 3% | 1% | -0.5% | -21%
34 | 0% | -7% | -0.8% | -29%
35 | 1% | -4% | 8.7% | -10%
36 | -6% | -23% | 1.8% | ?

Other structures follow.
No. | compound | NPSR antag | GAA glycogen mod | GAA inh | ALDH1A1 block
37 | CCc1nnc(NC(=O)c2ccc(Cl)c(S(=O)(=O)N3CCc4ccccc43)c2)s1 | -14%[46.1 µM] | 4% | 2% | ?
38 | O=c1cc(CO)oc(C(Nc2ccccn2)c2ccc(F)cc2)c1O (configuration not stated) | -12%[46.1 µM] | ? | -5% | 8.9µM*
39 | Cc1onc(-c2ccccc2)c1C(=O)NC(=S)NNC(=O)c1ccco1 | 20% | -29% | . | .
40 | CCCC(c1nnnn1CCc1ccccc1)N1CCN(C(=O)c2ccco2)CC1 (configuration not stated) | -20%[46.1 µM] | -8% | 8% | ?
41 | CCOc1ccc(NC(=S)NCc2nc3ccccc3[nH]2)cc1 | 15% | -8% | 6% | 0%
42 | O=C(Nc1ccc(S(=O)(=O)C(F)F)cc1)c1cccc(S(=O)(=O)N2CCOCC2)c1 | 8%[46.1 µM] | -1% | -10% | ?
43 | Fc1cccc(-c2csc(-c3ccno3)n2)c1 | -8% | -1% | 3%[15.4 µM] | 22µM*
44 | COc1cc(C)ccc1Oc1nc(-c2ccccc2O)nc2ccccc12 | -38% | -12% | . | .
45 | CC(C)(C)NC(=O)COC(=O)c1ccc(NC(=O)CC#N)cc1 | 6% | 6% | -2% | 19%
46 | C#CCNC(=O)C1CCN(c2cc(C)nc(-c3ccccc3)n2)CC1 | -4% | -7% | ? | 7%
47 | COc1ccc(/C=N/NC(=O)c2ccccc2F)cc1CN1CCN(c2ccc(F)cc2)CC1 | -1% | 3% | 3% | ?
48 | COc1cccc(CN2CCNC(=O)C2CC(=O)NCc2cn3cccc(C)c3n2)c1OC (configuration not stated) | -25% | -2% | -4% | 5%

No. | aGal spleen mod | GAA spleen mod | Epigenetic derep | Tau fluor counter
37 | 3% | 7% | 0.0% | -26%
38 | -4% | -3% | -0.9% | -5%
39 | -18% | 3% | 0.1% | -15%
40 | -2% | -1% | 3.5% | -5%
41 | 1% | 0% | 2.8% | -18%
42 | -2% | 5% | 0.0% | -15%
43 | -4% | 8% | 1.2% | -2%
44 | 6% | 1% | 0.1% | -20%
45 | 0% | 5% | -0.7% | -4%
46 | 6% | 3% | 2.2% | 1%
47 | 1% | -2% | 0.0% | -4%
48 | 11% | 2% | 0.1% | -14%

Some of the entries above, reformatted:
Fields – NPSR antag, GAA glycogen mod, GAA inh, ALDH1A1 block, aGal spleen mod, GAA spleen mod, Epigenetic derep, Tau fluor counter
46	C#CCNC(=O)C1CCN(c2cc(C)nc(-c3ccccc3)n2)CC1
  -4%, -7%, ?, 7%, 6%, 3%, 2.2%, 1%
47	COc1ccc(/C=N/NC(=O)c2ccccc2F)cc1CN1CCN(c2ccc(F)cc2)CC1
  -1%, 3%, 3%, ?, 1%, -2%, 0.0%, -4%
